PP1 inh: PP1-alpha (human) inhibition in PP5 counter-screen | AID 2235 | inhibition, % at 6.7 µM | P62136 | actives 0.9% (n = 320,000) | purified PP1alpha, OMFP fluorescence;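 active = inhibition above the mean inhibition of all tested compounds plus 3 SD, computed separately for each screening campaign, cut at about 15% in these data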
Target sequence (P62136 whole entry, looked up): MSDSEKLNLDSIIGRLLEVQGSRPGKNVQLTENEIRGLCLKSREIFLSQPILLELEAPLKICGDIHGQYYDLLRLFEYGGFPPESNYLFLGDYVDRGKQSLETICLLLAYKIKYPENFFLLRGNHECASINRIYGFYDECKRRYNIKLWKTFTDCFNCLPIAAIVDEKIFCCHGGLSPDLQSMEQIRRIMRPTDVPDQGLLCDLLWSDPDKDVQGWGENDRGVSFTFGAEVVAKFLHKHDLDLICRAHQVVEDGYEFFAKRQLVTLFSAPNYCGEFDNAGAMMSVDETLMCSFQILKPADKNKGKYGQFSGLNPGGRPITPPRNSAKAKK
PP5 primary: blocks human protein phosphatase 5 activity; P53041; actives 0.18% (n = 320,000); AID 1987; purified PP5c, OMFP substrate fluorescence; inhibition, % at 6.7 µM;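 active = inhibition above the campaign's mean inhibition across all tested compounds plus 3 SD, cut at about 9.5% in these data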;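 note: 0% = DMSO only and 100% = 100 µM cantharidin control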
Target sequence (P53041 whole entry, looked up): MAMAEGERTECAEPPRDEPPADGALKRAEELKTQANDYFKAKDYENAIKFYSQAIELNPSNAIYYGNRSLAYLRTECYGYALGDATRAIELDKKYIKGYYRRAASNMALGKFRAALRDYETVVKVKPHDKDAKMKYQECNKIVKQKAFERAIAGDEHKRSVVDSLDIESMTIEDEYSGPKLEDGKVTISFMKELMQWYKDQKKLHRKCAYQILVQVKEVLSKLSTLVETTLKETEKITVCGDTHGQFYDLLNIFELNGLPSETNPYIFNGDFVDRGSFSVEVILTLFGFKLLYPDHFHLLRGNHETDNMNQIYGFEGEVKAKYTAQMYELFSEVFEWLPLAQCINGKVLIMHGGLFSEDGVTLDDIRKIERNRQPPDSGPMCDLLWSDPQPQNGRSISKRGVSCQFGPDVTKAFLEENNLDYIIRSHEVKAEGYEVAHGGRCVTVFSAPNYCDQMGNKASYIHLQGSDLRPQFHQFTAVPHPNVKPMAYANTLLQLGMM
procasp3 activ: activators of human procaspase-3; recombinant procaspase-3 D3A, Ac-DEVD-pNA absorbance 405 nm; actives 0.11% (n = 330,000); P42574; AID 463141; activation, % at 8.5 µM;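 active = activation above the mean of all tested compounds plus 3 SD, cut at about 21% in these data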;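 note: 0% = DMSO alone and 100% = DMSO wells spiked with extra 5 µM PC-3 D3A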
Target sequence (P42574 whole entry D9A/D28A/D175A): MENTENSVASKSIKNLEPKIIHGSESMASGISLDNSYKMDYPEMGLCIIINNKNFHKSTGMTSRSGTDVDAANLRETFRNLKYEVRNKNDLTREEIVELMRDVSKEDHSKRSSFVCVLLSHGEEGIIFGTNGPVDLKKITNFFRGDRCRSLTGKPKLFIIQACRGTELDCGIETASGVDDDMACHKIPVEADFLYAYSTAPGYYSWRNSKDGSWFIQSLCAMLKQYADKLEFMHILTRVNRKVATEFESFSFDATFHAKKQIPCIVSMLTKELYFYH
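Technique: 405 nm absorbance of p-nitroaniline, reads at 0 and 120 min; Test system: Procaspase-3 D3A mutant; Incubation: 1 h enzyme-compound preincubation, then 2 h substrate reaction, 25 °C; Repeats: singlicate, each compound tested once; Benchmarks: low control DMSO wells, high control DMSO plus 5 µM PC-3 D3A.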
CTSL1 counter: blocks F. hepatica cathepsin L1 in PFM18AAP counter-screen; actives 0.49% (n = 300,000); inhibition, % at 5.96 µM; recombinant F. hepatica cathepsin L1, Z-Leu-Arg-MCA fluorescence;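 active = inhibition above the mean of all tested compounds plus 3 SD, set per screening campaign, cut at about 17% in these data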;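 note: 0% = plate median of test compound wells and 100% = 1 µM Z-Phe-Ala-diazomethylketone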
JMJD2C inh: inhibitors of human GASC-1 (JMJD2C) demethylase. GST-JMJD2C(1-420) H3K9me3 demethylation, DELFIA europium. inhibition, % at 2.35 µM. AID 2099. actives 0.069% (n = 330,000). Q9H3R0;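 active = more than half of a compound's replicate wells show inhibition beyond 50%, single wells judged on their own value; inconclusive = some, but no more than half, of replicates pass 50% inhibition; inactive = no replicate passes 50% inhibition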;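 note: signal counts dimethyl H3K9 product captured on neutravidin plate; 0% = median of DMSO wells and 100% = 0.3 times that DMSO median; strong numbers were not always called active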
procasp7 counter: counter-screen: procaspase-7 (human) activation | P55210 | recombinant procaspase-7, Ac-DEVD-pNA absorbance 405 nm; D23A/D198A/D206A triple mutant, cannot self-cleave; scale: DMSO 0, 5 µM enzyme 100 | activation, % at 8.5 µM | actives 0.093% (n = 330,000) | AID 463210;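 active = percent activation above the screen-wide mean plus 3 SD, cut at about 25% in these data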
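Material: Procaspase-7 triple mutant (PC-7 D3A) | Quantity: 2 µM procaspase-7 mutant as dispensed | Reagent: DEVD-pNA substrate | Times: 1 h preincubation, 2 h reaction | Technique: 405 nm absorbance of p-nitroaniline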
TPT1 inhibitor: inhibitors of Candida albicans tRNA 2'-phosphotransferase TPT1; recombinant caTPT1, FP RNA substrate dephosphorylation; actives 0.81% (n = 300,000); inhibition, % at 5 µM;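 active = inhibition above the mean of all tested compounds plus 3 SD, set per screening campaign, cut at about 24% in these data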;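 note: plate controls were DMSO alone for no effect and ferristatin control at 100 nM for full effect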
Efflux pump inh: blocks antifungal efflux pumps in multiplex yeast assay. S. cerevisiae Candida pump triplex, Nile Red efflux. inhibition, % at 10 µM. actives 0.44% (n = 330,000). AID 485275;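 active = plate passing quality check with inhibition over a set limit, or well fluorescence over plate mean plus 4 SD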;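 note: Nile Red retained in pooled yeast measured as flow cytometry median fluorescence; 0% = buffer negative control and 100% = Enniatin B positive control; higher means more Nile Red kept so more efflux inhibition; some compounds called inactive have numbers as strong as hits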
core dimer inh: blocks dimerization of HCV core protein; TR-FRET GST/Flag-core106 dimerization, 1536-well; inhibition, % at 5 µM; actives 0.33% (n = 300,000);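 active = inhibition above the mean of all tested compounds plus 3 SD, set per screening campaign, cut at about 45% in these data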
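Assay system – GST-tagged and Flag-tagged HCV core protein residues 1-106 · Quantity – core106 proteins, GST 13.5 nM and Flag 17 nM · Benchmarks – unlabelled core106 and no-GST-core106 wells · Read-out basis – percent inhibition of core106 dimerization signal · Detection – time-resolved FRET, ex 340 nm, em 617 and 671 nm · Schedule – 4 h at 22.5 °C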
* hit, by the source's call; ? = inconclusive; · = not tested or not shown; & = joins results of further samples. Some of the compounds tested; the hit share may differ from the screen's.

(1) Nc1ncc2[nH]cnc2n1
(2) Cc1ccccc1-n1c(-c2ccco2)nc2ccccc2c1=O
(3) O=C(CNS(=O)(=O)c1ccc(Br)s1)N1CCC2(CC1)OCCO2
(4) CCOc1ccc2nc(N3CCC(C(=O)N4CCC5(CC4)OCCO5)CC3)sc2c1
(5) O=C(Cn1ncn2c(cc3cc(F)ccc32)c1=O)N1CCC2(CC1)OCCO2
(6) C[C@]12CCC3C(CC[C@H]4C[C@@H](O)CC[C@]34C)C1CC[C@@H]2O (some centres undefined)
compound no.,1,2,3,4,5,6
PP1 inh,-2&0,1,1,0,-2,·
PP5 primary,-2.1&0.7,3.1,0.4,2.7,-0.2,·
procasp3 activ,15&4,1,0,-3,4,7
CTSL1 counter,-3&0,0,3,-1,-3,·
JMJD2C inh,-36&-42,-1,7,-1,30,4
procasp7 counter,7&11,11,8,-1,10,-6
TPT1 inhibitor,-6&1,1,-5,0,-1,·
Efflux pump inh,-0.1&0.0,0.1,0.1,0.2,-0.2,0.0
core dimer inh,1&-4,-2,-10,-7,4,·

(7) C=CC1CN2CCC1CC2c1[nH]c2ccccc2c1CCO (centres undefined)
(8) CCc1ccc(N2C(=O)NC(=O)/C(=C\c3cc(C)n(-c4cc(C(=O)O)cc(C(=O)O)c4)c3C)C2=O)cc1
(9) COc1ccc(CN2CCN(c3ccccc3)CC2)c(C)c1C
(10) COc1ccc(OC)c(C(O)C(C)N)c1 (centres undefined)
(11) C(#CCN1CCCCC1)COCc1ccccc1
(12) CCN(CC)C(=O)c1ccc(NC(=S)NC(=O)CCc2ccccc2)cc1
compound no.,7,8,9,10,11,12
PP1 inh,-2,3,1,·,-9,-1
PP5 primary,1.4,2.8,1.7,·,2.5,0.4
procasp3 activ,1,-18,-12,5,-4,-2
CTSL1 counter,1,-3,1,·,0,3
JMJD2C inh,6,43,-2,0,2,5
procasp7 counter,-1,-22,-8,10,2,8
TPT1 inhibitor,-1,8,1,·,-3,0
Efflux pump inh,13*,0.5,0.0,0.0,-0.1,0.2
core dimer inh,1,9,-4,·,2,-4

(13) Cc1c(C)c2ccc(OCC(=O)N3CCC(C(=O)O)(c4ccccc4)CC3)c(C)c2oc1=O
(14) CCOP(=O)(OCC)C(O)c1cccc([N+](=O)[O-])c1 (centres undefined)
(15) COc1cccc(C2CC3C(=O)C=CC2N3Cc2ccccc2)c1 (centres undefined)
(16) Cc1cccc(CS(=O)(=O)Cc2ccc(C(=O)N3CCC4(CC3)OCCO4)o2)c1
(17) O=[N+]([O-])c1cccc(CN2CCN(Cc3ccc(Br)cc3)CC2)c1
(18) COc1ccc(C2N3CC(C)(C)CN23)cc1 (centres undefined)
compound no.,13,14,15,16,17,18
PP1 inh,2,-2,0,-1,0,1
PP5 primary,3.4,0.3,0.3,-0.8,1.1,-0.7
procasp3 activ,0,10,3,-13,1,18
CTSL1 counter,-3,-1,0,-2,0,1
JMJD2C inh,?,-1,-11,5,5,5
procasp7 counter,-6,9,2,8,-13,-6
TPT1 inhibitor,-3,0,2,-2,0,0
Efflux pump inh,0.3,0.0,0.3,0.0,0.0,0.0
core dimer inh,-1,2,-1,-1,8,2

(19) CCCNC(=O)N1[C@H]2CC[C@@H]1C(C(=O)OC)=C(c1ccc(Cl)c(C(F)(F)F)c1)C2
(20) COc1ccccc1Cn1c(SCC#N)nc2cc(C(=O)N3CCC4(CC3)OCCO4)ccc2c1=O
(21) CCC(C(=O)N1C[C@H]2C[C@@H](C1)c1cccc(=O)n1C2)c1ccccc1 (some centres undefined)
(22) c1ccc(C2CC3CC4(CCCC4)N2O3)cc1 (centres undefined)
(23) CCC(=O)N1N=C(c2c(O)n(CCc3ccccc3)c(=O)[nH]c2=O)CC1c1ccc(OC)c(OC)c1 (centres undefined)
(24) C[C@H]1CC[C@@]2(C)[C@@H](CC[C@@H]3[C@@H]2CC[C@]2(C)[C@@H](O)CC[C@@H]32)C1
compound no.,19,20,21,22,23,24
PP1 inh,1,1,-4,-6,14,-5
PP5 primary,0.6,1.4,3.8,2.6,1.1,8.6
procasp3 activ,3,5,11,-4,-8,-1
CTSL1 counter,·,-4,-1,-1,0,3
JMJD2C inh,-8,6,-16,0,-34,-7
procasp7 counter,-5,9,8,3,1,3
TPT1 inhibitor,·,0,-1,0,0,0
Efflux pump inh,0.4,-0.1,0.1,0.7,-0.1,0.2
core dimer inh,·,2,-1,-4,1,0

(25) ON1C2CCCCC2N(O)C1c1ccccc1 (centres undefined)
(26) CC1CCC/C=C/C2CC(O)CC2C(O)/C=C/C(=O)O1 (centres undefined)
(27) CN1CCN(C(=O)Cc2nc3ccccc3[nH]2)CC1
(28) COc1ccc(-c2nn(CCC#N)cc2C(=O)NCc2ccccc2)cc1
(29) CN1CCC(OC(=O)C2c3ccccc3Oc3ccccc32)CC1
(30) CC(C)(C)c1ccc(O)c(N=Cc2c(O)ccc3ccccc23)c1
compound no.,25,26,27,28,29,30
PP1 inh,-5,-1,-2,-2,-1,5
PP5 primary,2.4,0.5,0.9,1.5,0.1,1.8
procasp3 activ,-6,-7,4,-4,-6,-22
CTSL1 counter,2,0,-2,-3,0,1
JMJD2C inh,4,58,-1,-3,9,-2
procasp7 counter,-2,-5,6,9,-8,-32
TPT1 inhibitor,1,1,-5,-3,1,135*
Efflux pump inh,0.1,0.0,-0.1,-0.1,0.0,-0.1
core dimer inh,5,-4,-3,-2,-1,-11

(31) CC(N)Cc1cn(Cc2ccccc2)c2ccccc12 (centres undefined)
(32) CC(=NCCCO)c1c(O)[nH]c(=O)[nH]c1=O
(33) COC(=O)c1c2[n+](cc3cc(OC)c(OC)cc13)CCc1cc(OC)c(OC)cc1-2
(34) Cc1cc(C)nc(N2Cc3ccccc3C2=N)n1
(35) COc1ccc(Cn2c(O)c(C=NCCCn3ccnc3)c(=O)[nH]c2=O)cc1
(36) O=C(Cc1ccccc1)N1CCN(Cc2ccc(F)cc2)CC1
compound no.,31,32,33,34,35,36
PP1 inh,1,-2,-1,-2,-12,3
PP5 primary,-0.5,0.2,3.0,-2.7,-1.6,0.7
procasp3 activ,1,0,-3,-3,5,5
CTSL1 counter,-3,2,-2,-1,-2,1
JMJD2C inh,12,-3,3,-5,-23,5
procasp7 counter,1,2,0,4,8,4
TPT1 inhibitor,-2,-1,-4,-1,3,-1
Efflux pump inh,-0.2,0.1,-0.2,-0.3,0.3,0.0
core dimer inh,4,3,-8,-3,-4,6

(37) O=C(COc1ccc(Cl)cc1)N(c1ccccc1Cl)C1CN2CCC1CC2 (centres undefined)
(38) O=C1C2CCCC1C(N1CCCC1)CC2 (centres undefined)
(39) Cc1cc(OCC(=O)NC(Cc2ccc(Cl)cc2)C(=O)O)c2c3c(c(=O)oc2c1)CCC3 (centres undefined)
(40) O=c1[nH]c(=S)n(-c2ccccc2)c(O)c1C=NCc1ccccn1
(41) CC(C)c1ccc(OCC(=O)N2CCN(C)CC2)c(Br)c1
(42) CN1CCN(CC(=O)Nc2ccc(Cl)cc2C(=O)c2ccccc2)CC1
compound no.,37,38,39,40,41,42
PP1 inh,-3,-2,0,-4,-1,0
PP5 primary,0.1,4.0,2.2,0.1,0.2,1.3
procasp3 activ,2,0,12,10,1,6
CTSL1 counter,-1,-3,3,-1,-5,-2
JMJD2C inh,9,-1,5,10,-7,-19
procasp7 counter,-1,-5,-1,5,-4,-1
TPT1 inhibitor,-1,0,1,0,4,-3
Efflux pump inh,-0.1,-0.1,0.0,-0.1,0.1,0.1
core dimer inh,0,0,2,1,6,-1

Shown with values under each structure: 9 of the compounds above
Second line of a record – PP1 inh, PP5 primary, procasp3 activ, CTSL1 counter, JMJD2C inh, procasp7 counter, TPT1 inhibitor, Efflux pump inh, core dimer inh
31) CC(N)Cc1cn(Cc2ccccc2)c2ccccc12 (centres undefined)
 : 1, -0.5, 1, -3, 12, 1, -2, -0.2, 4
32) CC(=NCCCO)c1c(O)[nH]c(=O)[nH]c1=O
 : -2, 0.2, 0, 2, -3, 2, -1, 0.1, 3
33) COC(=O)c1c2[n+](cc3cc(OC)c(OC)cc13)CCc1cc(OC)c(OC)cc1-2
 : -1, 3.0, -3, -2, 3, 0, -4, -0.2, -8
34) Cc1cc(C)nc(N2Cc3ccccc3C2=N)n1
 : -2, -2.7, -3, -1, -5, 4, -1, -0.3, -3
35) COc1ccc(Cn2c(O)c(C=NCCCn3ccnc3)c(=O)[nH]c2=O)cc1
 : -12, -1.6, 5, -2, -23, 8, 3, 0.3, -4
36) O=C(Cc1ccccc1)N1CCN(Cc2ccc(F)cc2)CC1
 : 3, 0.7, 5, 1, 5, 4, -1, 0.0, 6
37) O=C(COc1ccc(Cl)cc1)N(c1ccccc1Cl)C1CN2CCC1CC2 (centres undefined)
 : -3, 0.1, 2, -1, 9, -1, -1, -0.1, 0
38) O=C1C2CCCC1C(N1CCCC1)CC2 (centres undefined)
 : -2, 4.0, 0, -3, -1, -5, 0, -0.1, 0
39) Cc1cc(OCC(=O)NC(Cc2ccc(Cl)cc2)C(=O)O)c2c3c(c(=O)oc2c1)CCC3 (centres undefined)
 : 0, 2.2, 12, 3, 5, -1, 1, 0.0, 2

(continued)
(43) Cc1ccc(C(C)C)c(OCC#CCN2CCCC2)c1
(44) CC1(C)C2([N+](=O)[O-])CN3CC1([N+](=O)[O-])CN(C2)C3c1ccccn1 (centres undefined)
(45) O=C(CCN1CCCCC1)Nc1ccc(Cl)cc1C(=O)c1ccccc1
(46) CCN(c1ccc(C(O)(C(=O)OC)C(F)(F)F)cc1)S(=O)(=O)c1ccccc1 (centres undefined)
(47) COC(=O)c1nc(-c2ccc3c(n2)C(=O)C(N)=C(OC)C3=O)c(N)c(-c2ccc(OC)c(OC)c2O)c1C
(48) CCOC(=O)C1=C(N)Oc2cc(C)oc(=O)c2C12C(=O)N1c3c(cc(OC)cc32)C(C)=CC1(C)C (centres undefined)
(49) Cc1cccc(C2=NCC(=O)N(CC(=O)NCc3ccco3)c3sc4c(c32)CCCC4)c1
(50) O=C1CCN(C(=O)C(Cl)Cl)N1
(51) COc1ccc(N2C(=O)/C(=C/c3cc(C)n(-c4ccc(C)cn4)c3C)C(=O)NC2=S)c(OC)c1
compound no.,43,44,45,46,47,48,49,50,51
PP1 inh,-2,-5,5,2,4,-1,1,-2,-2
PP5 primary,3.7,-3.9,0.7,3.5,8.2,2.1,0.3,0.1,4.0
procasp3 activ,6,-4,-3,13,-4,-4,9,-1,-2
CTSL1 counter,1,4,-3,0,110*,7,5,-5,-3
JMJD2C inh,-13,1,-20,2,-1,-8&12,19,-6,12
procasp7 counter,1,-2,-5,6,3,-8,-9,-1,-10
TPT1 inhibitor,-1,-3,-3,0,5,-3,1,-2,15
Efflux pump inh,0.0,0.0,-0.1,0.0,-0.4,-0.1,0.1,0.2,-0.1
core dimer inh,-3,1,9,0,3,7,16,2,23

Bioassay records deposited in PubChem BioAssay by several laboratories.
